OX1R antagonist – blocks the human orexin 1 receptor. O43613. CHO/OX1R cells, Fluo-8 calcium fluorescence, orexin A. inhibition, % at 5 µM. actives 0.43% (n = 330,000). AID 434989;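 active = inhibition above its plate's threshold, mean inhibition of all tested compounds on the plate plus 3 SD, cut at about 37% in these data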;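 also: 0% = orexin A challenge wells and 100% = SB-334867-A antagonist wells; not every result past the cut was called active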
Target sequence (O43613 whole entry, looked up): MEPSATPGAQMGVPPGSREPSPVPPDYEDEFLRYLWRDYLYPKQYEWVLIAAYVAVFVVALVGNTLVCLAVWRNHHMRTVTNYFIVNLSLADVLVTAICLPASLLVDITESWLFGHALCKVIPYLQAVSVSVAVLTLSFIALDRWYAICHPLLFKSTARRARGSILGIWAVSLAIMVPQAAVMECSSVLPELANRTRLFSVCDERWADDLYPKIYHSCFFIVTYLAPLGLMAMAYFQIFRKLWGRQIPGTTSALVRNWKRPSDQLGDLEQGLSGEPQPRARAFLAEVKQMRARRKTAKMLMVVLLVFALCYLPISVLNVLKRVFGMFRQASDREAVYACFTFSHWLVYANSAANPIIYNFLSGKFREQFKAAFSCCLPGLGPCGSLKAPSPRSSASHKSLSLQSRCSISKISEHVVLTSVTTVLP
CHT PAM – human CHT allosteric activation; Q9GZV3; CHT-expressing cells, membrane potential dye, choline EC20; active compounds read high; LV-AA mutant CHT in HEK293 cells; B-score at 10 µM; actives 0.49% (n = 310,000);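 active = initial fluorescence not abnormally high and integrated response B-score, plate-corrected, over 3 SD above library mean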
Target sequence (Q9GZV3 whole entry, looked up): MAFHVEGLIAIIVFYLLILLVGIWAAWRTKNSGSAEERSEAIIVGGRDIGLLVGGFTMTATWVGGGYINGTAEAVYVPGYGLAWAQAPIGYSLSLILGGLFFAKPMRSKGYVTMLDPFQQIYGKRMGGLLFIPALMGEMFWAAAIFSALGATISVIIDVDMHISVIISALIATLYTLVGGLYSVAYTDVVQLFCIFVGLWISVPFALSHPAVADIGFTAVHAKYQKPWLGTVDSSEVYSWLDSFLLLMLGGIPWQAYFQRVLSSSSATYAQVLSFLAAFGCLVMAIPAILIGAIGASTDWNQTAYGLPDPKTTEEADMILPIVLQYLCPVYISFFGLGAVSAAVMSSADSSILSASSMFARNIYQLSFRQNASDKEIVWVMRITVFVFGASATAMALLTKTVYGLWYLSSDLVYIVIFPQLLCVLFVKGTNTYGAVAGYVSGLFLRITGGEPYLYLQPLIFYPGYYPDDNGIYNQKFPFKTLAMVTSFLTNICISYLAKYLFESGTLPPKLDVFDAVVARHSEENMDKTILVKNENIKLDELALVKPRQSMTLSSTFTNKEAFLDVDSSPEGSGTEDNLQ
An asterisk follows results filed as active.

`CCn1cc(C(=O)O)c(=O)c2cc(F)c(N3CCN(C(=S)NC(=O)c4ccc(F)cc4)CC3)cc21` gave OX1R antagonist -21 and CHT PAM inactive.
O=C(c1nnc(-c2ccc(Cl)cc2)o1)C1CCCC1 was read as OX1R antagonist -16 and CHT PAM inactive.
`O=C(NC1CCCCCC1)C(Cc1ccccc1)n1cccc1` (centres undefined) gave OX1R antagonist -35 and CHT PAM inactive.
`Cc1onc(-c2ccccc2Cl)c1C(=O)N1CCN(Cc2ccc3c(c2)OCO3)CC1` gave OX1R antagonist -28 and CHT PAM inactive.
`C/C(=N\NC(=O)c1ccc([N+](=O)[O-])cc1)c1cccc([N+](=O)[O-])c1` gave OX1R antagonist -9 and CHT PAM inactive.
Cc1ccccc1CNC(=O)Cc1ccccc1[N+](=O)[O-] was read as OX1R antagonist 2 and CHT PAM inactive.
Screening CC(NS(=O)(=O)c1cc2c3c(c1)CCC(=O)N3CCC2)c1ccccc1 (centres undefined) returned OX1R antagonist -23 and CHT PAM inactive.
`Cc1cc(Nc2ccc(F)cc2Cl)n2ncnc2n1` gave OX1R antagonist -11 and CHT PAM inactive.
Screening C=CCn1c(SCC(=O)NCc2ccc3c(c2)OCO3)nnc1-c1cccnc1 returned OX1R antagonist -26 and CHT PAM inactive.
`O=C(NC1CCN(Cc2ccccc2)CC1)c1ccc(S(=O)(=O)NCc2ccco2)cc1` gave OX1R antagonist -6 and CHT PAM inactive.
`CCc1cccc(C)c1NC(=O)c1cccnc1` gave OX1R antagonist -1 and CHT PAM inactive.
For Cn1cnc2c(cnn2-c2ccccc2)c1=O the results were OX1R antagonist -13 and CHT PAM inactive.
C=CCNS(=O)(=O)c1nc(C)c(Cl)c(C)c1C#N was read as OX1R antagonist -11 and CHT PAM inactive.
Cc1ccc2ncnc(Nc3cccc(C(=O)O)c3)c2c1 was read as OX1R antagonist -12 and CHT PAM inactive.
Cc1ccc(C(=O)Nc2cccnc2)cc1Cl was read as OX1R antagonist -33 and CHT PAM inactive.
Nc1nc2nc[nH]c2c(=O)[nH]1 was read as OX1R antagonist -8 and CHT PAM inactive.
`CC(C)(C)c1ccc(S(=O)(=O)N2CCN(C(=O)C3=COCCO3)CC2)cc1` gave OX1R antagonist -4.
`S=C(NCCCN1CCOCC1)N(Cc1ccccc1)Cc1ccccc1` gave OX1R antagonist -26 and CHT PAM inactive.
For O=C(NCc1ccc2c(c1)OCO2)C1CCCN1C(=O)Nc1cccc(F)c1 (centres undefined) the results were OX1R antagonist -21 and CHT PAM inactive.
Screening Cc1cc(C)nc(NS(=O)(=O)c2ccc(NC(=O)c3ccc(S(=O)(=O)N4CCOCC4)cc3)cc2)n1 returned OX1R antagonist -5 and CHT PAM inactive.

Of the compounds above, 7 contain a halogen:
`CCn1cc(C(=O)O)c(=O)c2cc(F)c(N3CCN(C(=S)NC(=O)c4ccc(F)cc4)CC3)cc21` gave OX1R antagonist -21 and CHT PAM inactive.
O=C(c1nnc(-c2ccc(Cl)cc2)o1)C1CCCC1 was read as OX1R antagonist -16 and CHT PAM inactive.
`Cc1onc(-c2ccccc2Cl)c1C(=O)N1CCN(Cc2ccc3c(c2)OCO3)CC1` gave OX1R antagonist -28 and CHT PAM inactive.
`Cc1cc(Nc2ccc(F)cc2Cl)n2ncnc2n1` gave OX1R antagonist -11 and CHT PAM inactive.
C=CCNS(=O)(=O)c1nc(C)c(Cl)c(C)c1C#N was read as OX1R antagonist -11 and CHT PAM inactive.
Cc1ccc(C(=O)Nc2cccnc2)cc1Cl was read as OX1R antagonist -33 and CHT PAM inactive.
For O=C(NCc1ccc2c(c1)OCO2)C1CCCN1C(=O)Nc1cccc(F)c1 (centres undefined) the results were OX1R antagonist -21 and CHT PAM inactive.

Next records follow:
CC1=C(C#N)C(/C=N/OCc2ccc(F)cc2Cl)CC(=O)N1 (centres undefined) was read as OX1R antagonist -8 and CHT PAM inactive.
CC(=NCCCn1ccnc1)c1c(-c2ccccc2)[nH]n(-c2nc3ccccc3s2)c1=O was read as OX1R antagonist -21 and CHT PAM inactive.
For COc1ccccc1NC(=O)CSCc1ccc([N+](=O)[O-])cc1 the results were OX1R antagonist -13 and CHT PAM inactive.
`COc1cc(/C(C)=N/NC(=O)C(O)(c2ccccc2)c2ccccc2)ccc1O` gave OX1R antagonist -18 and CHT PAM inactive.
`CCCCC#Cc1ccccc1CC(=O)Nc1ccccc1` gave OX1R antagonist -22 and CHT PAM inactive.
NC(=O)COC(=O)[C@@H]1CC(O)CN1S(=O)(=O)c1ccc2c(c1)OCCO2 (some centres undefined) was read as OX1R antagonist 3 and CHT PAM inactive.
Screening COc1ccc(S(=O)(=O)N2CCC(C(=O)NCCC(=O)NCc3ccccc3OC)CC2)cc1 returned OX1R antagonist -19 and CHT PAM inactive.
Cc1ccc(C(=O)NCC(=O)OCCCOC(=O)CNC(=O)c2ccc(C)cc2)cc1 was read as OX1R antagonist -36 and CHT PAM inactive.
`CCCCNC(=S)N/N=C/c1ccccc1F` gave OX1R antagonist -35 and CHT PAM inactive.
For CCNc1nc(OCCNC(C)=O)nc(N(C)C)n1 the results were OX1R antagonist -24 and CHT PAM inactive.
`CN(Cc1nc(-c2ccccn2)no1)S(=O)(=O)c1ccc(Br)cc1` gave OX1R antagonist -28 and CHT PAM inactive.
FC(F)(F)c1cc(C(F)(F)F)c2ccc(N3CCOCC3)nc2n1 was read as OX1R antagonist 2 and CHT PAM inactive.
`Cn1c(SC2C(=O)CC(C)(C)CC2=O)nnc1-c1ccco1` gave OX1R antagonist 8 and CHT PAM inactive.
Screening CN=C(Nc1ccccc1)SC1CC(=O)N(c2cccc(OC)c2)C1=O (centres undefined) returned OX1R antagonist -30 and CHT PAM inactive.
`O=C(O)Cn1cc(/C=C2/SC(=O)N(CC(=O)N3CCCCCC3)C2=O)c2ccccc21` gave OX1R antagonist 1 and CHT PAM inactive.
Screening Cc1ccnc(N2C(=O)c3ccccc3C2Nc2cccc(C)c2C)c1 (centres undefined) returned OX1R antagonist -42 and CHT PAM inactive.
c1ccc(-n2nnnc2-c2cnc(-c3cccnc3)nc2-c2cccs2)cc1 was read as OX1R antagonist 3 and CHT PAM inactive.
c1ccc(-c2nnc3sc(Cc4cccs4)nn23)cc1 was read as OX1R antagonist -15 and CHT PAM inactive.
For COc1cc(C(=O)Nc2ccccc2N2CCCCC2)cc(OC)c1OC the results were OX1R antagonist -40 and CHT PAM inactive.
COc1ccc(NC(=S)NC(C)Cc2cccs2)cc1 (centres undefined) was read as OX1R antagonist 13 and CHT PAM inactive.
`O=C(Cc1ccccn1)c1ccc(F)cc1` gave OX1R antagonist -29 and CHT PAM inactive.
For CCc1c(C)[nH]n(-c2nc(-c3ccccc3)cs2)c1=O the results were OX1R antagonist -7 and CHT PAM inactive.
`c1ccc2c(Nc3ccc(N4CCOCC4)cc3)nc(N3CCOCC3)nc2c1` gave OX1R antagonist -10 and CHT PAM inactive.
`CCCCNC(=O)CCNS(=O)(=O)c1ccc(C)cc1` gave OX1R antagonist -3 and CHT PAM inactive.
Cc1nn(-c2ccccc2)c(C)c1/C=N/NC(=O)c1cc(-c2ccc(Cl)s2)[nH]n1 was read as OX1R antagonist -10 and CHT PAM inactive.
Screening O=C1C=C(c2ccc(Cl)c(C(F)(F)F)c2)C[C@@H](c2ccc(Cl)cc2)C1 returned OX1R antagonist -6.
For Cn1c(=O)c2c(nc(N3CCCCC3)n2C)n(C)c1=O the results were OX1R antagonist 0 and CHT PAM inactive.
For CCOC(=O)c1c(N)sc(C(=O)N2CCCCCC2)c1C the results were OX1R antagonist -23 and CHT PAM inactive.
Screening CC(NC(=O)CN(c1ccccc1F)S(C)(=O)=O)c1ccccc1 (centres undefined) returned OX1R antagonist 0 and CHT PAM inactive.
Screening CC(C)NCCCCOc1ccc(Br)cc1Cl returned OX1R antagonist -9 and CHT PAM inactive.
`CCNC(=S)Nc1ccc(N(c2ccccc2)C(C)C)cc1` gave OX1R antagonist -16 and CHT PAM inactive.
Screening Nc1ccc(NC(=O)CCN2CCOCC2)cc1 returned CHT PAM inactive.
`Cc1cc(OC(=O)c2ccccc2F)c([N+](=O)[O-])c(=O)[nH]1` gave OX1R antagonist -12 and CHT PAM inactive.
For COc1cc2c(-c3cc(F)cc(F)c3)c(-c3ccsc3)oc(=O)c2cc1OC the results were OX1R antagonist -19.
Screening CN(C)c1ccc(NC(=S)NC23CC4CC(CC(C4)C2)C3)cc1 returned OX1R antagonist -3 and CHT PAM inactive.
C/C(=N\NC(=O)c1cc(C(C)C)[nH]n1)c1ccco1 was read as OX1R antagonist -4 and CHT PAM inactive.
COc1ccc2c3n([n+]([O-])c2c1)CCN=C3c1ccc(C)cc1 was read as OX1R antagonist -6 and CHT PAM inactive.
Screening O=C(c1cccc(C(F)(F)F)c1)C1CCCN(Cc2cccc(OCCO)c2)C1 (centres undefined) returned OX1R antagonist -9 and CHT PAM inactive.
For Cc1ccc(C(=O)NC(=S)Nc2cccc(NC(=O)c3ccccc3Cl)c2)cc1[N+](=O)[O-] the results were OX1R antagonist -19 and CHT PAM inactive.
`O=C(COC(=O)[C@@H]1CC(O)CN1S(=O)(=O)c1ccc(Cl)cc1)NC(=O)NCc1ccccc1` (some centres undefined) gave OX1R antagonist -26 and CHT PAM inactive.
Screening C/C(CC(=O)Nc1cc(Cl)ccc1C)=N\NC(N)=O returned OX1R antagonist -20 and CHT PAM inactive.
COc1cc(Br)cc(CN2CCN(C/C=C/c3ccccc3)CC2)c1O was read as OX1R antagonist -9 and CHT PAM inactive.
Screening Cc1cc(OCCCC(=O)Nc2nnc(C3CC3)s2)ccc1Cl returned OX1R antagonist -7.
Screening O=C(C[C@H]1C[C@H](C(=O)N2CCOCC2)[C@@]2(CCC3CCCC3)c3[nH]c4cc(-c5ccco5)ccc4c3CCN2C1=O)NCC12CC3CC(CC(C3)C1)C2 returned OX1R antagonist -38.
Screening Cc1ccn2c(=O)nc(SCC(=O)NCCc3ccccc3)nc2c1 returned OX1R antagonist -10 and CHT PAM inactive.
For COc1ccc(S(=O)(=O)N2CCC(N3CCN(c4ccccc4OC)CC3)CC2)cc1 the results were OX1R antagonist -22 and CHT PAM inactive.
Screening O=C(Nc1ccc(OC(F)F)c(Cl)c1)C(c1ccccc1)c1ccccc1 returned OX1R antagonist -25 and CHT PAM inactive.
`O=C(NC(c1ccccc1)C(Cl)Cl)c1ccccc1` (centres undefined) gave OX1R antagonist -16 and CHT PAM inactive.
For CSc1ccccc1NC(=O)c1ccncc1 the results were OX1R antagonist -10 and CHT PAM inactive.
`C/C(N)=C(/C#N)C(=O)COC(=O)Cc1coc2cc(C)ccc12` gave OX1R antagonist -11 and CHT PAM inactive.
Cc1ccc(C(=O)N/C(=C\c2ccc(-c3cccc([N+](=O)[O-])c3)o2)C(=O)NCCCN(C)C)cc1 was read as OX1R antagonist -32 and CHT PAM inactive.
CCN(CC)S(=O)(=O)N1CCC(C(=O)NCC2COc3ccccc3O2)CC1 (centres undefined) was read as OX1R antagonist -7 and CHT PAM inactive.
For COc1cc(/C=N/NC(=O)CSc2nc3ccccc3n2C)cc(OC)c1OC the results were OX1R antagonist -25 and CHT PAM inactive.
`O=C(C1CCCN(S(=O)(=O)c2cccnc2)C1)N1CCN(c2ccccn2)CC1` (centres undefined) gave OX1R antagonist -2 and CHT PAM inactive.
O=C(CSc1nnc(-c2ccccc2F)o1)NC(=O)Cc1ccccc1 was read as OX1R antagonist -10.
Cc1ccccc1C1NC(c2ccccc2C)C(C)C(=O)C1C (centres undefined) was read as OX1R antagonist -22 and CHT PAM inactive.
For CNC(=O)NC1CCCCc2sccc21 (centres undefined) the results were OX1R antagonist -10 and CHT PAM inactive.
`CC(C)[C@H](NS(=O)(=O)c1ccc2c(c1)OCCO2)C(=O)OCC(=O)Nc1ccccc1` gave OX1R antagonist 2 and CHT PAM inactive.
`Cc1cccc(NC(=O)CSc2nc3c(oc4ccccc43)c(=O)n2-c2ccccc2)c1` gave OX1R antagonist -21 and CHT PAM inactive.
For COc1ccc(/C=C2/SC(=S)NC2=O)cc1OCc1ccccc1 the results were OX1R antagonist -22 and CHT PAM inactive.
For O=C(COC(=O)c1cccc(Br)c1)NCCc1ccc(F)cc1 the results were OX1R antagonist -14 and CHT PAM inactive.
Screening COc1cc(NS(=O)(=O)c2cccc3nsnc23)cc(OC)c1 returned OX1R antagonist -2 and CHT PAM inactive.
CN1CCN(C(=S)Nc2cc([N+](=O)[O-])ccc2Cl)CC1 was read as OX1R antagonist -4 and CHT PAM inactive.
Cc1ccc(SCCN)cc1C was read as OX1R antagonist -7 and CHT PAM inactive.
Screening CCCCNS(=O)(=O)c1ccc2nc(SCC(=O)c3ccc(C#N)cc3)[nH]c2c1 returned OX1R antagonist -2 and CHT PAM inactive.
Screening CCSc1nc2ccccc2n1S(=O)(=O)c1ccccc1 returned OX1R antagonist -4 and CHT PAM inactive.
Screening COc1ccc(N2C(=O)CC(NC34CC5CC(CC(C5)C3)C4)C2=O)c(OC)c1 (centres undefined) returned OX1R antagonist -3 and CHT PAM inactive.
Screening CN1C(C(=O)Nc2ccc(OC(F)(F)F)cc2)=CC(c2ccco2)=NS1(=O)=O returned OX1R antagonist -6 and CHT PAM inactive.
COCCNC(=O)C(c1cccs1)N(C(=O)Cn1nnc2ccccc21)c1cccc(C)c1 (centres undefined) was read as OX1R antagonist -21 and CHT PAM inactive.

Looked up by compound from the list above (6):
Screening Cc1ccn2c(=O)nc(SCC(=O)NCCc3ccccc3)nc2c1 returned OX1R antagonist -10 and CHT PAM inactive.
Screening CCSc1nc2ccccc2n1S(=O)(=O)c1ccccc1 returned OX1R antagonist -4 and CHT PAM inactive.
Screening CN1C(C(=O)Nc2ccc(OC(F)(F)F)cc2)=CC(c2ccco2)=NS1(=O)=O returned OX1R antagonist -6 and CHT PAM inactive.
`Cc1cccc(NC(=O)CSc2nc3c(oc4ccccc43)c(=O)n2-c2ccccc2)c1` gave OX1R antagonist -21 and CHT PAM inactive.
COCCNC(=O)C(c1cccs1)N(C(=O)Cn1nnc2ccccc21)c1cccc(C)c1 (centres undefined) was read as OX1R antagonist -21 and CHT PAM inactive.
`O=C(C1CCCN(S(=O)(=O)c2cccnc2)C1)N1CCN(c2ccccn2)CC1` (centres undefined) gave OX1R antagonist -2 and CHT PAM inactive.
